From PubChem
Giardia killer: Small Molecules that selectively kill Giardia lamblia: qHTS | Giardia lamblia trophozoite viability | actives 0.15% (n = 340,000) | activity change, % at 7.66 µM, hits read low; in the data active = activity change below about -80%; inconclusive = between about -30% and that limit;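 note: parasites exposed to compound for two days anaerobically before the ATP read; % is set by controls: 0 for no effect and ±100 for the full control effect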
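Killing of trophozoites was scored by loss of ATP luminescence after a 48 hrs anaerobic exposure to compounds at 37 deg C, using 100 cells per well.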
GALK inhibitor: qHTS Assay for Inhibitors of Human Galactokinase (GALK) | Potency, µM (doses to about 57.5 µM), for inactives: at the top dose activity change, negative = inhibition, actives largely listed as inhibitors | P51570 | Purified GALK, Kinase-Glo residual ATP luminescence | actives 0.007% (n = 270,000); note: potency is the fitted concentration of half-maximal effect; % is set by controls: 0 for no effect and ±100 for the full control effect
Target sequence (P51570 whole entry, looked up): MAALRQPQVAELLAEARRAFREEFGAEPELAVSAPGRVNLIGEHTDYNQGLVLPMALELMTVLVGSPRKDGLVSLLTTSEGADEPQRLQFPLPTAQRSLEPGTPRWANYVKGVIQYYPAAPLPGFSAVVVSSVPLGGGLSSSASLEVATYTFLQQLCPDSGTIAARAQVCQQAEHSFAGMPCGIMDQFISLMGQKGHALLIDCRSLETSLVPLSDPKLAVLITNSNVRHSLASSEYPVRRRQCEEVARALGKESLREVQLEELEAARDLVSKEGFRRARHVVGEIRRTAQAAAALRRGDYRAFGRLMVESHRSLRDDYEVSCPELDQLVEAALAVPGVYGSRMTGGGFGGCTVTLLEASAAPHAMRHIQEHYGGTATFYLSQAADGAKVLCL
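The enzyme phosphorylates galactose (100 uM) using ATP (35 uM); inhibition is detected as higher residual ATP, quantified by bioluminescence after 1 h reaction at room temperature, pH 8.0.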
Tb PFK block: qHTS Assay to Find Inhibitors of T. brucei phosphofructokinase; ATP-dependent 6-phosphofructokinase (Trypanosoma brucei brucei), O15648; T. brucei PFK, ADP-Glo luminescence; Potency, µM (doses to about 57.5 µM), without a hit: at the top dose activity, negative = inhibition, hits mostly inhibitors; actives 0.17% (n = 330,000); AID 485367, 2010;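 note: potency is the fitted concentration of half-maximal effect; 0% = uninhibited 1x PFK enzyme wells and -100% = no-enzyme wells; nearly all actives have a fitted effect of over 60% in size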
Target sequence (O15648 whole entry, looked up): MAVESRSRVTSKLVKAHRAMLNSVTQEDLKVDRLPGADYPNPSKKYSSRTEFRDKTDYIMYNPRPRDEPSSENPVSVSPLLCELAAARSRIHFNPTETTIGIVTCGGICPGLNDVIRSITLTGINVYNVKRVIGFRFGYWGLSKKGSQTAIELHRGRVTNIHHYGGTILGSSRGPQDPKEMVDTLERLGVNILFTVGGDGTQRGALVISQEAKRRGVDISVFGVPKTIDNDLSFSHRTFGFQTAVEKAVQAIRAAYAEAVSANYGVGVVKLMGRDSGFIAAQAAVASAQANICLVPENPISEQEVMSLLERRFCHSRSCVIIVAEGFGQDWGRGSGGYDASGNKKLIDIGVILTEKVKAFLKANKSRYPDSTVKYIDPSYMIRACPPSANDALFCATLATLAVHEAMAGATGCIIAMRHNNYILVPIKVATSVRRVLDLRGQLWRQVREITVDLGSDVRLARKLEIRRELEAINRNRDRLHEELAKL
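1.25 nM PFK with 0.5 mM F6P and 0.1 mM ATP in 0.1 M TEA pH 8.0, 5 mM MgCl2, incubated 45 min at room temperature; ADP measured by ADP-Glo luminescence; compounds titrated up to 57 uM.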
A-T KAP1 phos: qHTS Assay for Identifying a Potential Treatment of Ataxia-Telangiectasia; actives 0.19% (n = 320,000); […] A-T fibroblasts, KAP-1 phosphorylation AlphaLISA; neocarzinostatin DNA damage 30 min before lysis; AID 485349, 2010; Potency, µM (highest dose often 57.5 µM), for inactives: at the highest dose activation, most hits filed as activators; note: potency is the fitted concentration of half-maximal effect; % of control where 0% means no effect; nearly all actives have a fitted effect of over 45% in size
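hTERT-immortalized A-T patient fibroblasts ([…]), 500 cells/well in OPTI-MEM, 1% FBS, got compounds for 60 min, then NCS for 30 min at 37C. Lysates were then assayed for phospho-KAP-1 by AlphaLISA (anti-pKAP1 donor, anti-KAP1 acceptor beads), 6 hr at 25C.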
Chronic BCR inh: qHTS Assay to Find Inhibitors of Chronic Active B-Cell Receptor Signaling | actives 0.05% (n = 340,000) | ABC-DLBCL IkBa-CBG/CBR reporter, luminescence ratio, 4 h | Potency, µM (top dose mostly 46.1 µM), inactives show at the top dose ratio change, negative = lower green/red ratio, hits mostly inhibitors | AID 493014, 2011; active = well fitted inhibition curve with a large enough effect in the signal ratio, with a control signal flat, not every such curve was filed as active; inconclusive = small, poorly fitted or top-dose-only effect, or effect the other way, or a change in a side signal; the % refers to the signal ratio;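 note: potency is the fitted concentration of half-maximal effect; plate controls were basal doxycycline-induced cells for no effect and cells given 10 µM MG132 for full effect; MG132 reads +100%, hits lower the ratio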
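Concentration-response series (up to 46 uM) were applied to TMD8 dual-reporter cells for 4 h at 37C with doxycycline. Green/red ratio, after filter-overlap correction, defined %Activity; red signal alone was normalised to basal cells and zero luminescence.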
Coupling enz: qHTS Assay for Inhibitors of Fructose-1,6-bisphosphate Aldolase from Giardia Lamblia: Coupling assay counterscreen; activity change, negative = inhibition, % at 58.2 µM, hits read low; actives 0.67% (n = 290,000); coupling enzyme system counterscreen, AmpLite Red fluorescence; in the data active = activity change below about -30%; note: % is set by controls: 0 for no effect and ±100 for the full control effect
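Final compound at 57.5 uM, incubated 10 min at RT with coupling enzyme reagent (glyceraldehyde-3-phosphate), then 20 min with substrate and AmpLite Red detection. Fluorescence read at 525/598 nm; tests interference with the coupling assay, not aldolase inhibition.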
CXXC DNA block: qHTS Fluorescence Polarization Assay for Inhibitors of MLL CXXC domain - DNA interaction; Histone-lysine N-methyltransferase 2A (Homo sapiens), Q03164; MLL-CXXC / FITC-HOXA9 DNA fluorescence polarization; Potency, µM (titrated, usually from 115 µM), without a hit: at the highest dose activity change, negative = inhibition, usual class: inhibitors; actives 0.037% (n = 290,000); AID 2662, 2010; active = well fitted inhibition curve with a large enough effect in the polarisation, with a control signal flat, not every such curve was filed as active; inconclusive = small, poorly fitted or top-dose-only effect, or effect the other way, or a change in a side signal; inactive = no such curve, though single readings can be large or run the other way; the % refers to the polarisation; note: potency is the fitted concentration of half-maximal effect
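Fluorescence polarization: 7 uM MLL-CXXC (stock) preincubated 5 min with compounds, then 50 nM fluorescein-HOX-A9 DNA (stock) added; 30 min ambient. Buffer 50 mM Tris-HCl pH 7.5, 50 mM NaCl, 1 mM DTT, 0.05% BSA.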
TSHR antag: Antagonists of the Thyroid Stimulating Hormone Receptor: HTS campaign | Thyrotropin receptor (Homo sapiens), P16473 | TSHR-expressing cells, TSH-stimulated cAMP HTRF, 2 h; active compounds read low | activity change, negative = inhibition, % at 11.5 µM | actives 0.2% (n = 330,000) | AID 504810, 2011;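 active = activity change below a set negative limit, meaning inhibition stronger than a set level, cut at about -70% in these data; inconclusive = activity change between two set negative limits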; note: % is set by controls: 0 for no effect and ±100 for the full control effect
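Competitive HTRF cAMP read-out (cryptate anti-cAMP antibody, cAMP-d2; 30 min, room temperature) in freshly harvested TSHR cells. Compounds added before TSH at EC80 (4nM final), followed by 2 hours' incubation at 37 deg C.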
TCR activator: Activators of T cell receptors: qHTS campaign; primary human leukocytes, anti-CD3, IL-2 HTRF, 48 h; Potency, µM (titrated, usually from 9.22 µM), inactives show at the highest dose activation of IL-2 secretion, most hits filed as activators; 330,000 tested, under 10 active; AID 504894, 2011; note: % of control where 0% means no effect
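1) Mix primary human leukocytes, a-CD3 beads and compound. 2) Incubate 48 hr. 3) Add HTRF IL-2 reagents (a-IL-2-K, a-IL-2-d2).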
hERG WT inh: qHTS for Inhibitors of KCHN2 3.1: Wildtype qHTS. actives 0.37% (n = 340,000). Voltage-gated inwardly rectifying potassium channel KCNH2 (Homo sapiens), Q12809. activity change, % at 1.84 µM. U2OS, BacMam KCNH2, thallium flux FluxOr; active compounds read low;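 active = maximum activity change below -70%; inconclusive = maximum activity change between -70% and -50%; inactive = maximum activity change above -50%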; note: % is set by controls: 0 for no effect and ±100 for the full control effect
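U2OS cells were transduced with wild-type KCNH2 virus (2.03 x 10^8 / mL) for 4 h at room temperature, then cultured overnight at 37 C. Thallium flux was read with FluxOr dye. Rate constants were normalized to DMSO controls.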
An asterisk follows results filed as active; [ ] = remark or other dose. Unless noted, calls come from the whole dose curve; as a rule, active = well fitted curve in the direction sought with a large enough effect; inconclusive = small, poorly fitted or top-dose-only effect, or another doubt; inactive = no such curve, though single readings can be large; an effect the other way counts as inactive or inconclusive.

`Cc1ccc(S(=O)(=O)Nc2cc(=O)[nH]c(SCc3ccc(Cl)cc3)n2)cc1` gave Giardia killer -18, GALK inhibitor -2%, Tb PFK block -8%, A-T KAP1 phos 6%, Chronic BCR inh 4%, Coupling enz 0, CXXC DNA block 11%, TSHR antag -9, TCR activator -2%[46.1 µM] and hERG WT inh -4.
Screening COc1ccc(-n2c(C)cc(C(=O)CSc3nn4c(=O)c(C(C)(C)C)nnc4s3)c2C)cc1 returned Giardia killer 8, GALK inhibitor 4%, Tb PFK block -2%, A-T KAP1 phos 8%, Chronic BCR inh 1%, Coupling enz 0, CXXC DNA block -12%, TSHR antag 16, TCR activator -1% and hERG WT inh 9.
Screening Cc1cccc(OCC(=O)O/N=C(\N)c2ccccn2)c1 returned Giardia killer -7, GALK inhibitor -2%, Tb PFK block -3%, A-T KAP1 phos 1%, Chronic BCR inh inconclusive, Coupling enz -2, CXXC DNA block -8%, TSHR antag 1, TCR activator 8% and hERG WT inh -4.
Cc1ccc(C(=O)O)cc1-n1c(=O)n(Cc2ccccc2)c(=O)c2[nH]cnc21 was read as Giardia killer 14, GALK inhibitor 0%, Tb PFK block -8%, A-T KAP1 phos -2%, Chronic BCR inh 5%, Coupling enz 13, CXXC DNA block 39%[activator], TSHR antag -6, TCR activator -11% and hERG WT inh -5.
`O=C1C(C2=NC(C(=O)O)C3C(=O)N(c4ccccc4)C(=O)C23)=C(O)c2ccccc21` (stereo not given) gave Giardia killer 0, GALK inhibitor -1%, Tb PFK block inconclusive, A-T KAP1 phos 4%, Chronic BCR inh -1%, Coupling enz 3, CXXC DNA block 2%, TSHR antag 20 and hERG WT inh 4.
`O=C(CC(c1ccccc1)c1ccccc1)NCCO` gave Giardia killer 18, GALK inhibitor 0%, Tb PFK block 1%, A-T KAP1 phos 9%, Chronic BCR inh -4%, Coupling enz 0, CXXC DNA block 0%, TSHR antag 4, TCR activator 7% and hERG WT inh 0.
`CC1CN(CCOc2ccccc2[N+](=O)[O-])CC(C)O1` (stereo not given) gave Giardia killer -13, GALK inhibitor 6%, Tb PFK block 0%, A-T KAP1 phos -4%, Chronic BCR inh 1%, Coupling enz 4, CXXC DNA block -17%, TSHR antag -1, TCR activator -1% and hERG WT inh 12.
COc1ccc(Nc2ccc(N3C(=O)CC(C)C3=O)cc2[N+](=O)[O-])cc1OC (stereo not given) was read as Giardia killer 2, GALK inhibitor -3%, Tb PFK block -2%, A-T KAP1 phos -4%, Chronic BCR inh 9%, Coupling enz 0, CXXC DNA block 17%, TSHR antag 2, TCR activator 0% and hERG WT inh -7.
Cc1ccc(-c2ccccc2)n1-c1cccc(C(=O)O)c1 was read as Giardia killer -23, GALK inhibitor -4%, Tb PFK block 4%, Chronic BCR inh inconclusive, Coupling enz 12, CXXC DNA block 4%, TSHR antag 2, TCR activator 4% and hERG WT inh 2.
For Clc1ccccc1OCCCCN1CCNCC1 the results were Giardia killer 1, GALK inhibitor 4%, Tb PFK block -5%, A-T KAP1 phos -4%, Chronic BCR inh 0%, Coupling enz 1, CXXC DNA block -6%, TSHR antag 13 and hERG WT inh -8.
Screening COc1ccc(-n2c(SCC(=O)O)nc3sc4c(c3c2=O)CCCC4)cc1 returned Giardia killer 19, GALK inhibitor -1%, Tb PFK block 2%, A-T KAP1 phos 7%, Chronic BCR inh 6%, Coupling enz 18, CXXC DNA block 11%, TSHR antag -7, TCR activator 2% and hERG WT inh -3.
`CC1CCCC(C)N1C(=O)C1CC(c2ccc(F)cc2)=NO1` (stereo not given) gave Giardia killer -18, GALK inhibitor -1%, Tb PFK block -4%, A-T KAP1 phos -2%, Chronic BCR inh 3%, Coupling enz 1, CXXC DNA block -3%, TSHR antag 14, TCR activator 4% and hERG WT inh 1.
O=C(CN1CCCCCC1)NC(c1ccccc1)c1ccccc1 was read as Giardia killer 28, GALK inhibitor -5%, Tb PFK block 1%, A-T KAP1 phos 11%, Chronic BCR inh 7%, Coupling enz -2, CXXC DNA block -6%, TSHR antag 10, TCR activator 4% and hERG WT inh 17.
COc1ccc(OCC(=O)Nc2ccc3c(c2)CCC3)cc1 was read as Giardia killer 0, Tb PFK block 0%, A-T KAP1 phos 9%, Chronic BCR inh 4%, TSHR antag -24, TCR activator 4% and hERG WT inh 3.
Screening O=C(NCCCn1ccnc1)C1CC(c2ccccc2Cl)=NO1 (stereo not given) returned Giardia killer -10, GALK inhibitor -1%, Tb PFK block 3%, A-T KAP1 phos 4%, Chronic BCR inh 0%, Coupling enz 4, CXXC DNA block 0%, TSHR antag 11, TCR activator 12% and hERG WT inh -6.
Screening O=C(OCc1nnc(-c2ccccc2)o1)c1ccc(-n2cnnn2)cc1 returned Giardia killer 37[activator], Tb PFK block 9%, A-T KAP1 phos -5%, Chronic BCR inh 2%, TSHR antag 3, TCR activator -4% and hERG WT inh 5.
For CN(Cc1ccccc1)C(=O)CCC1CCN(C(=O)c2ccccc2C(F)(F)F)CC1 the results were Giardia killer -2, GALK inhibitor -2%, Tb PFK block 1%, A-T KAP1 phos 15%, Chronic BCR inh -7%, CXXC DNA block 5%, TSHR antag 13, TCR activator 7% and hERG WT inh -5.
COc1ccc(NC(=O)c2cc(C)cc(C)c2)cc1S(=O)(=O)N1CCCCC1 was read as Giardia killer 13, Tb PFK block 1%, A-T KAP1 phos 5%, Chronic BCR inh 0%, TSHR antag 8, TCR activator -7% and hERG WT inh 0.
`COc1cccc(COC(=O)CCNC(=O)c2ccc(Br)cc2)c1OC` gave Giardia killer -1, Tb PFK block 9%, A-T KAP1 phos -3%, Chronic BCR inh -2%, TSHR antag 0, TCR activator 4% and hERG WT inh -5.
CC(=O)Nc1ccc(S(=O)(=O)NC(CC(=O)O)c2ccc(C)cc2)cc1 (stereo not given) was read as Giardia killer 1, GALK inhibitor 3%, Tb PFK block -1%, A-T KAP1 phos -8%, Chronic BCR inh 12%, Coupling enz 8, CXXC DNA block 4%, TSHR antag 3, TCR activator 8% and hERG WT inh -3.
Cc1cccc(Oc2ccc(NC(=O)c3ccccc3C(=O)O)cc2)c1 was read as Giardia killer -2, GALK inhibitor 3%, Tb PFK block 0%, A-T KAP1 phos -6%, Chronic BCR inh 0%, Coupling enz 10, CXXC DNA block -5%, TSHR antag 3, TCR activator 3% and hERG WT inh -2.
Cc1ccccc1C(=O)NNC(=S)NC(=O)COc1ccccc1 was read as Giardia killer 4, GALK inhibitor -3%, Tb PFK block -17%, A-T KAP1 phos -2%, Chronic BCR inh inconclusive, Coupling enz 0, CXXC DNA block 15%, TSHR antag -1, TCR activator 4% and hERG WT inh -25.
For COc1ccc(C2CC3(CC(C)(C)NC(=S)N3)Oc3cc(O)cc(C)c32)cc1OC (stereo not given) the results were Giardia killer -2, GALK inhibitor 1%, Tb PFK block -7%, A-T KAP1 phos 6%, Chronic BCR inh inconclusive, Coupling enz 0, CXXC DNA block 6%, TSHR antag 0 and hERG WT inh 13.

Three records picked at random from the list so far:
O=C(CN1CCCCCC1)NC(c1ccccc1)c1ccccc1 was read as Giardia killer 28, GALK inhibitor -5%, Tb PFK block 1%, A-T KAP1 phos 11%, Chronic BCR inh 7%, Coupling enz -2, CXXC DNA block -6%, TSHR antag 10, TCR activator 4% and hERG WT inh 17.
Cc1cccc(Oc2ccc(NC(=O)c3ccccc3C(=O)O)cc2)c1 was read as Giardia killer -2, GALK inhibitor 3%, Tb PFK block 0%, A-T KAP1 phos -6%, Chronic BCR inh 0%, Coupling enz 10, CXXC DNA block -5%, TSHR antag 3, TCR activator 3% and hERG WT inh -2.
Cc1ccc(-c2ccccc2)n1-c1cccc(C(=O)O)c1 was read as Giardia killer -23, GALK inhibitor -4%, Tb PFK block 4%, Chronic BCR inh inconclusive, Coupling enz 12, CXXC DNA block 4%, TSHR antag 2, TCR activator 4% and hERG WT inh 2.
